# Compound activity deposited in PubChem by Fisher Drug Discovery Resource Center.
# mcGAS lum = inhibitors of mouse cGAS; Q8C6L5; recombinant cGAS, Kinase-Glo ATP depletion luminescence; 160,000 compounds, 0.15% hits; inhibition, % at 12.5 µM;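 further: 0% = negative control wells and 100% = reference inhibitor with no enzyme activity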
# hcGAS inh = inhibitors of human cGAS. Q8N884. recombinant h-cGAS, ATP depletion, Kinase-Glo luminescence. inhibition, % at 12.5 µM. 290,000 compounds, 0.081% hits;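 further: 0% = vehicle reaction and 100% = reaction without DNA for no activity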
# Target sequence (Q8N884 whole entry, looked up): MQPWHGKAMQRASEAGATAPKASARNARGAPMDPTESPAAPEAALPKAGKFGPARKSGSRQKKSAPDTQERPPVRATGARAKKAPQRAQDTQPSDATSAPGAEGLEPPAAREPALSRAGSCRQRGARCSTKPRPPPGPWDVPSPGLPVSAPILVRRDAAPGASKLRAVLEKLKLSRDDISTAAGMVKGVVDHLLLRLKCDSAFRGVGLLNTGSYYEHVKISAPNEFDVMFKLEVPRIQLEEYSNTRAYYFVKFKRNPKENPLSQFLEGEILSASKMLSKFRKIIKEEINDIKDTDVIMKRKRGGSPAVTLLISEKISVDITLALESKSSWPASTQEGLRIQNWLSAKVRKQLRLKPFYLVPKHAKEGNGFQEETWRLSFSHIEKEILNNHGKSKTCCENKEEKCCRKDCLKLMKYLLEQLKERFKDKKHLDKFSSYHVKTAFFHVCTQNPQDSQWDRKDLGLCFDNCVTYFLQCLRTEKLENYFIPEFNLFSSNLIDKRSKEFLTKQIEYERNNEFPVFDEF
# NPYLR7 ag = mosquito NPYLR7 agonism; HEK293T NPYLR7/Galpha15, GCaMP6s calcium fluorescence; activation, % at 10 µM; 270,000 compounds, 0.15% hits; AID 1259423; in the data active means activation above about 40%;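 further: 0% = vehicle and 100% = reference agonist at the receptor; some compounds past the cut are filed as inactive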
# * = called active by the depositor; / = no result given; & = joins results of further samples. Unless noted, no stated cut-off is given here; in the data, active means inhibition above about 40%; inactive means the rest.
# Below each compound – mcGAS lum	hcGAS inh	NPYLR7 ag
- CN(Cc1ccc(-n2cccn2)cc1)Cc1ccc(-c2ccn[nH]2)o1
 : /	6.9	5.0
- O=[N+]([O-])c1ccccc1S(=O)(=O)N1CCN(c2nnnn2-c2ccccc2)CC1
 : /	1.5	5.2
- O=c1c2cnc(N3CCCC3)nc2ccn1-c1ccc(Cl)c(Cl)c1
 : -7.7	-5.9	-1.2
- CCCC(C)(C)C(=O)N1CCC1(C)C(=O)NS(=O)(=O)c1cccs1 (configuration not stated)
 : /	-5.6	12.7
- Cc1cc(-c2ccccc2CN2CCOCC2)ccc1NC(=O)c1cccnc1
 : -9.4	-3.2	/
- Cc1ccc(Cl)c(Oc2cc(N(C)Cc3ccccc3)ncn2)c1
 : -7.2	-2.8	-11.9
- CC1CN(Cc2ccc(C(=O)N(C)Cc3cnn(C)c3)cc2)CCO1 (configuration not stated)
 : /	-2.8	-0.7
- CCOC(=O)c1ccc(N2CCCC2C(=O)Nc2ccc(Cl)cc2Cl)nc1 (configuration not stated)
 : /	6.5	0.2
- O=C(CCC1CCN(C(=O)C2CCOCC2)CC1)NC1CCN(Cc2ccccc2)C1 (configuration not stated)
 : /	-6.4	21.4
- O=C(Nc1ccc(N2CCOCC2)nc1)C(=Cc1cccs1)n1nnnc1-c1ccccc1
 : -5.7	-5.3	0.6
- CN1C(=CC(=O)c2oc3ccccc3c2N)C(C)(C)c2ccccc21
 : -6.4	-3.6	5.3
- Cc1nc2ccc(S(=O)(=O)NCCCn3nc(-c4ccccc4)ccc3=O)cc2s1
 : /	-4.6	-0.7
- O=C(Nc1cccc(Cl)c1)NC1CCN(c2ccccc2C(=O)NCc2cccnc2)CC1
 : -4.4	-4.0	1.0
- O=C(NCc1ccncc1)c1coc(CN(Cc2cccc(Oc3ccccc3)c2)Cc2ccc3c(c2)OCO3)n1
 : -6.0	-3.4	19.3
- CC(C)S(=O)(=O)NC(=O)C1(C)CCN1C(=O)Cc1cccs1 (configuration not stated)
 : -4.0	-5.8	-0.1
- Clc1ccc(CON=C(Cn2ccnc2)c2ccc(Cl)cc2Cl)c(Cl)c1
 : /	1.2	-8.4
- CCn1nnc2c(N3CC(C)OC(C)C3)ncnc21 (configuration not stated)
 : /	-10.4	11.8
- CCOC(=O)C1(CCCc2ccccc2)CCN(C(=O)NC2CCS(=O)(=O)C2)CC1 (configuration not stated)
 : -0.7	4.8	-3.5
- COCCCN(Cc1ccc(C)cc1)CC(C)O (configuration not stated)
 : 1.5	-1.6	-4.4
- Cc1oc(-c2ccccc2)nc1Cn1ccn2nc(-c3ccc(Cl)cc3)cc2c1=O
 : -9.1	-2.8	12.7
- Cc1cccc(-n2cc(CN(C)Cc3cccnc3)c(-c3cccc(F)c3)n2)c1
 : -11.0	-6.0	-3.6
- CCOC(=O)CSc1nc(-c2ccc(S(C)(=O)=O)cc2)[nH]c1-c1ccccc1
 : /	-3.9	12.1
- COc1ccc(OC)c2sc(N(CCCN(C)C)C(=O)c3cc(C)on3)nc12
 : -7.2	-11.4	4.9
- CCOC(=O)Cn1c(=NC(=O)c2ccc([N+](=O)[O-])cc2)sc2c(C)cc(C)cc21
 : -9.5	-6.1	1.4
- Cc1ccc(S(=O)(=O)N2CCN(S(=O)(=O)c3ccc(F)cc3)CC2)cc1
 : /	-6.2	5.6
- O=C(NCc1ccc(C(F)(F)F)cc1)c1cnc2c(cnn2C2CCCC2)c1
 : /	10.9	0.7
- COc1ccc(CCCNC(=O)c2ccc(-c3cccc4cccnc34)nc2)cc1
 : /	-7.7	2.6
- COc1ccc(C(=O)Nc2ccc(C3SCC(=O)N3c3ccc(C(F)(F)F)cc3)cc2)cc1 (configuration not stated)
 : 1.9	9.7	-2.0
- CCCCc1ccc(C(=O)N(CCCC)CC(=O)N(CCOC)Cc2cccn2C)cc1
 : -4.9	-8.7	15.0
- CN1CCC(N(C)C(=S)Nc2ccc(F)cc2)CC1
 : /	-5.9&-5.2	-8.2&3.5
- COc1cccc(CNC(=O)C2CCN(c3ncnc4c3sc3ncccc34)CC2)c1
 : -6.5	-5.4	-2.6
- Cc1csc(N2C(=N)SC(C)C2=O)n1 (configuration not stated)
 : -4.0	26.3	0.9
- CCCCCc1ccc(C(=O)Nc2ccc(-c3cccc(-c4cc(OC)ccc4OC)n3)cc2)cc1
 : -4.9	-6.6	24.0
- COc1ccccc1/C=C/C(=O)Nc1nc2ccc(C)cc2s1
 : /	-9.8	-3.0
- COc1cccc(Cc2nsc(N3CCCC(C(=O)N4CCN(c5ccc([N+](=O)[O-])cc5)CC4)C3)n2)c1 (configuration not stated)
 : -6.0	-3.3	19.8
- CCCCN1CCCn2cccc2C1c1cccc(F)c1 (configuration not stated)
 : -4.9	-5.5	9.2
- CCOCc1ccc(CNS(=O)(=O)c2ccc(Br)cc2Cl)cc1
 : -0.9	6.2	-3.8
- CCc1cc(=O)[nH]c(-n2nc(C)cc2NC(=O)/C=C/c2ccc3c(c2)OCO3)n1
 : -7.6	-9.3	8.3
- CN(C)Cc1ccc(C2CCCN2C(=O)COc2cccnc2)cc1 (configuration not stated)
 : /	-6.1	9.3
- CCc1nc2n(n1)C(=O)C(C(c1ccc(OC)cc1)N1CCN(c3ccccc3F)CC1)S2 (configuration not stated)
 : -7.2	-5.1	-5.3
- Cc1cc(C)n(-c2cc(N3CCN(S(=O)(=O)c4ccccc4Cl)CC3)nc(C)n2)n1
 : -8.3	-4.0	-3.1
- O=C(c1ccc(C(F)(F)F)cc1)C1CCCN(C(=O)CSc2ccccn2)C1 (configuration not stated)
 : -3.8	-5.2	0.8
- C=CCN1C(=O)C(Cc2ccc(OC)cc2)S/C1=N\N=C/c1ccco1 (configuration not stated)
 : -6.2	-5.0	2.1
- CN1CCN(NC(=O)CN2CCN(c3cccc(Cl)c3)C2=O)CC1
 : /	-4.1	-5.5
- CC(C)c1cc(N2CCCCC2)n2ncc(-c3ccccc3)c2n1
 : -7.9	-4.3	-4.0
- CCCCCCCC(=O)N(CC(=O)N(CCc1c[nH]c2ccccc12)Cc1ccc(N(C)C)cc1)CC(C)C
 : -0.1	-0.9	/
- Cc1ccc(C)c(S(=O)(=O)C2(C(=O)N3CCN(c4nccs4)CC3)CCCC2)c1
 : /	-3.0	-1.5
- COc1ccc(-c2csc(NC(=O)c3ccccn3)n2)cc1CC#N
 : /	1.3	0.0
- O=C1NC(=O)C2C1C(c1ccccc1O)NN2Cc1ccccc1 (configuration not stated)
 : -7.6	-2.3	-8.4
- Cc1nn(C)c(C)c1CC(C)NC(=O)NCC1CN(C)CCN1C (configuration not stated)
 : /	8.8	2.3
- CCC1CCN(C(=O)c2cc(CN(C)CCc3ccccc3)on2)CC1
 : -10.4	-6.7	-7.1
- CCCCCCc1ccc(C(=O)Oc2ccc(-c3nc4ccc(Br)cn4c3NCc3ccccc3)cc2)cc1
 : -6.7	-16.5	-2.4
- Cc1ccccc1OCC(O)CN(Cc1ccc(F)cc1)Cc1cccn1C (configuration not stated)
 : -2.1	0.1	10.5
- Cc1cc(Cl)c2oc(C(=O)NCC(C)(C)N3CCOCC3)c(C)c2c1
 : /	-5.7	17.2
- Cc1cccc(-n2c(SCc3ccccc3C#N)nnc2-c2ccc(F)cc2)c1
 : -1.8	-3.8	-7.5
- CCc1nc2ccc(C(=O)NCCc3c[nH]c4ccccc34)cn2c1N(C)Cc1ccc(N(C)C)cc1
 : -2.4	-5.7	3.7
- CN(C)S(=O)(=O)c1ccc(COc2cccc(Cl)c2)o1
 : /	-6.5	8.6
- Cc1ccc(CN(CCc2c[nH]c3ccccc23)C(=O)CN(C(C)C)S(=O)(=O)c2cc(Cl)ccc2Cl)cc1
 : -4.4	-4.4	16.6
- CC(=O)Cn1c(=O)c2c(nc3n2CCCN3c2ccc(C)cc2)n(C)c1=O
 : /	-8.3	16.2
- Cc1nonc1C(=O)N1CCC(N2CCCC(C(=O)N3CCOCC3)C2)CC1 (configuration not stated)
 : -13.6	-6.5	/

# Next part.
Compound	mcGAS lum	hcGAS inh	NPYLR7 ag
CC(C)(C)c1noc(CSc2n[nH]c(=O)n2CCc2ccccc2)n1	/	-10.6	1.7
CC(=O)c1c(C)nn(C(C)CC(=O)N2CC(N3CCCCC3)C2)c1C (configuration not stated)	-3.7	-11.3	/
Cc1nc2c(C)cccn2c(=O)c1NC(=O)c1cccc(Cl)c1	/	1.0	0.0
CCOC(=O)c1cnc(-c2ccccc2)nc1NCCc1cccs1	-7.0	-4.2	-6.8
CCC(=O)c1csc2ccc(Br)cc12	/	1.0	7.5
Cc1cc(C)c(C)c(S(=O)(=O)N2CCC(c3cn(Cc4ccc(C(F)(F)F)cc4)c4ccccc34)CC2)c1C	-5.9	-4.7	2.9
Cc1ccnn1CCC(=O)NC1CC(=O)N(C2CCCCCC2)C1 (configuration not stated)	-9.8	-3.7	7.4
Cc1ccc(S(=O)(=O)NC2CC2)cc1C(=O)N(C)C1CCCCNC1=O (configuration not stated)	-13.0	-10.5	1.4
CN1C(=O)COCc2cc(-c3ccc4ccccc4c3)ccc21	/	-5.2	5.6
CNC(=S)N=Nc1c(O)[nH]c2ccc([N+](=O)[O-])cc12	/	-6.5	-1.9

# Entries of single compounds from above. Order of values: mcGAS lum | hcGAS inh | NPYLR7 ag
# Record of `Cc1nc2c(C)cccn2c(=O)c1NC(=O)c1cccc(Cl)c1` : / | 1.0 | 0.0
# Record of `CN1C(=O)COCc2cc(-c3ccc4ccccc4c3)ccc21` : / | -5.2 | 5.6
# Record of `Cc1ccc(S(=O)(=O)NC2CC2)cc1C(=O)N(C)C1CCCCNC1=O` (configuration not stated) : -13.0 | -10.5 | 1.4

# The list goes on:
Compound	mcGAS lum	hcGAS inh	NPYLR7 ag
Cc1nc(C)c(Cc2ccc(F)cc2)c(N2CCN(C(=O)c3ccc(Br)cc3)CC2)n1	-5.5	-1.6	/
Cc1ccc(CN(Cc2ccc(F)cc2)C(=O)CNCCN2CCOCC2)o1	/	-0.9	0.9
Cc1ccc(-c2nnc3sc(-c4cccnc4)nn3c2=O)cc1	-8.0	-5.0	2.1
C/C(=C/C(=O)NCCS(=O)(=O)NCc1ccc(F)cc1)C1CC1	/	-5.3	1.9
CCNC(=O)NCCC1CN(C2Cc3ccccc3C2)CCO1 (configuration not stated)	/	-1.7	1.6
CSc1ccc(-c2ccc3c(c2)OCO3)nn1	-30.8	-77.8	-0.9
c1ccc(-c2nc(N3CCCC(N4CCOCC4)C3)c3ccccc3n2)cc1 (configuration not stated)	-12.5	-7.5	4.1
CCc1sc(C(=O)NCc2cc(C)n(C)n2)cc1Br	/	-5.6	23.9
O=C(O)c1cccnc1	-5.8	-1.8&-4.0&-4.8	13.9&-4.5&-6.2
COC(=O)c1ccccc1SCc1ccc(C(=O)N2C3CCC2CC(Oc2ccccc2C(C)C)C3)cc1 (configuration not stated)	-5.8	-1.2	20.5
CCOC(=O)c1c(C2CC2)csc1NC(=O)COC(=O)C12CC3CC(CC(O)(C3)C1)C2	/	0.0	-0.3
COc1cccc(-c2nc(C=Nc3ccc(C)cc3Br)c(O)o2)c1	/	-1.0	-6.8
CC1(C(=O)NS(=O)(=O)c2cccc(C#N)c2)CCN1C(=O)c1ccco1 (configuration not stated)	-3.0	-4.9	-2.4
CC=CCn1c(=O)c2c(nc3n(C4CCCC4)c(C)cn23)n(C)c1=O	/	-2.4	-0.6
O=C(NCC1(O)CCNC1)c1ccc(-c2cccc(F)c2)nc1 (configuration not stated)	-2.2	0.7	2.1
Cc1cnc(NC(=O)c2ccc(=O)n(C)n2)s1	-8.6	-11.8	1.6
CCCc1nc(N2CCN(S(=O)(=O)C[C@]34CCC(CC3=O)C4(C)C)CC2)c2c(C)nn(-c3ccccc3)c2n1	-3.1	-3.7	5.5
C=CCNC(=S)NN=Cc1ccsc1	/	-6.1	-9.7
COC(=O)C1=NN(C(=O)c2ccc(C)cc2)C(O)(c2ccc(Cl)cc2)C1 (configuration not stated)	/	-5.7	5.9
COCCNC(=O)CN1CN(c2ccccc2)C2(CCN(C(=O)Nc3ccc(C(F)(F)F)cc3)CC2)C1=O	-5.3	-11.1	18.6

# Copied from the list.
# CCCc1nc(N2CCN(S(=O)(=O)C[C@]34CCC(CC3=O)C4(C)C)CC2)c2c(C)nn(-c3ccccc3)c2n1 in mcGAS lum shows -3.1
# CCOC(=O)c1c(C2CC2)csc1NC(=O)COC(=O)C12CC3CC(CC(O)(C3)C1)C2 in NPYLR7 ag shows -0.3

# (continued)
Compound	mcGAS lum	hcGAS inh	NPYLR7 ag
CCCCn1c2ccccc2c2nc3cc(OC(C)C)c(OC(C)C)cc3nc21	/	-7.8	1.1
COCCN(Cc1ccccc1)C(=O)Cn1nnn(-c2ccccc2)c1=O	/	-12.1	0.3
Cc1ccc2c(=O)cc(C)[nH]c2c1	-4.8	-3.4	8.5
C=CC[C@@H]1CC=C[C@@H](C)N1C(=O)c1ccc2oc(Cc3ccccc3)nc2c1	-7.2	2.2	2.0
CC(=O)c1ccccc1OCCOC(=O)c1ccc2c(c1)NC(=O)CS2	-1.6	2.2	1.8
COc1ccc(CNC(=O)c2cccnc2N2CCN(C(=O)c3ccc(F)c(F)c3)CC2)cc1	-7.5	-6.5	6.8
COCCN(Cc1nccn1Cc1ccccc1)C(=O)CC(C)C	-4.6	9.2	4.0
CC(=O)N=c1c(Nc2ccc(Cl)cc2)nc(=O)[nH]n1C	/	-5.2	1.0
COCCCN(CC(=O)N1CCc2sccc2C1COc1ccc(F)cc1)C(=O)c1cccs1 (configuration not stated)	-4.4	-3.7	-3.0
CCCCCNC(=O)c1cc(-c2cccc(OC)c2)nc2cc(-c3ccccc3)nn12	-9.2	-4.1	12.0
COc1ccc(CC(=O)NCC2CCCN(C(=O)CN3CCCCC3=O)C2)cc1 (configuration not stated)	/	-10.0	13.3
Cc1ccc(Cn2c(C3CC(=O)Nc4[nH]ncc43)nc3ccccc32)cc1 (configuration not stated)	/	-6.3	0.5
